Screening results (PubChem)
T_cruzi_intra = inhibitors of intracellular Trypanosoma cruzi, primary screen, cell-based, plate reader, single point, set 2; intracellular Trypanosoma cruzi in host cells; activity score (inhibition), % at 5.01 µM; 22,000 tested, 4.9% active; AID 651903, 2012; in the data active = activity score above about 55%;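 note: parasites and compound incubated about four days before reading; 0% = median of neutral control wells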
INS-1E_ATP_HTS = protection of INS-1E cells from cytokine death, primary screen, ATP luminescence, single point; protection from cytokine-induced ATP loss, % at 10 µM; 20,000 tested, 0.1% active; AID 488910, 2010; INS-1E cytokine-induced death, 48 h; normalised: neutral wells 0, positive control 100;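 active = mean replicate protection from cytokine-induced ATP loss at least 50% and at least 75% of replicates each reaching 50%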
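Assay system: INS-1E rat cells / Quantity: 8000 cells per well / Medium: RPMI without phenol red, 5% FBS / Probe or stimulus: three-cytokine cocktail (IFN-γ, TNF-α, IL-1β) / Dosing: one compound concentration, pin transfer / Timing: 48 h co-treatment, 10 min post-lysis read / Technique: CellTiter-Glo luminescence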
Numbers without * were called inactive; · = not tested or not shown.

SMILES T_cruzi_intra INS-1E_ATP_HTS
Cc1cc(C(=O)Nc2cccc3c2O[C@@H](CN(C)S(=O)(=O)c2cccs2)[C@@H](C)CN([C@@H](C)CO)C3=O)n(C)n1 -1.4 10.4
C[C@H](CO)N1C[C@H](C)[C@H](CN(C)Cc2ccc(C(=O)O)cc2)Oc2ccc(NC(=O)CCC(F)(F)F)cc2CC1=O -20.5 13.2
C[C@@H]1CN([C@@H](C)CO)C(=O)CCCn2cc(nn2)CO[C@H]1CN(C)C(=O)OCc1ccccc1 8.8 ·
C[C@@H]1CCCCO[C@@H](CN(C)CC2CCCCC2)[C@@H](C)CN([C@H](C)CO)C(=O)c2cc(NC(=O)Nc3ccc(C(F)(F)F)cc3)ccc2O1 72.7* -12.3
Cc1noc(C)c1S(=O)(=O)Nc1cccc2c1O[C@@H](CN(C)CC1CC1)[C@@H](C)CN([C@H](C)CO)C2=O 25.8 3.5
COc1ccc(S(=O)(=O)Nc2ccc3c(c2)CC(=O)N([C@H](C)CO)C[C@H](C)[C@H](CN(C)CC2CCCCC2)O3)cc1 -4.2 -25.0
C[C@@H]1CN([C@@H](C)CO)C(=O)Cc2cc(NS(=O)(=O)c3ccc(Cl)cc3)ccc2O[C@@H]1CN(C)Cc1ccc(C(F)(F)F)cc1 58.2* -20.0
COc1ccc(NC(=O)Nc2ccc3c(c2)C(=O)N([C@H](C)CO)C[C@@H](C)[C@H](CN(C)C(=O)Nc2cccc4ccccc24)O3)cc1 -34.8 1.2
C[C@@H]1CN([C@H](C)CO)C(=O)c2cc(NS(=O)(=O)c3cn(C)cn3)ccc2O[C@@H]1CN(C)C(=O)Nc1ccccc1 -9.2 1.9
Cc1noc(C)c1NC(=O)Nc1cccc2c1O[C@H](CN(C)Cc1ccc(C(=O)Nc3ccccc3N)cc1)[C@@H](C)CN([C@H](C)CO)C2=O 20.2 10.6
COc1ccc(CN(C)C[C@H]2OCCCC[C@@H](C)Oc3ccc(NC(=O)c4ccccc4)cc3C(=O)N([C@H](C)CO)C[C@@H]2C)cc1 -7.5 -8.9
COc1cccc(-c2cnc3c(c2)C(=O)N([C@H](C)CO)C[C@H](C)[C@H](CN(C)C(=O)NC(C)C)O3)c1 3.3 5.7
COc1ccc(NC(=O)N(C)C[C@@H]2Oc3c(NC(=O)Nc4ccc(F)cc4)cccc3C(=O)N([C@@H](C)CO)C[C@H]2C)cc1 -3.6 -1.6
C[C@@H]1CN([C@H](C)CO)C(=O)c2cccc(NC(=O)Nc3ccc(C(F)(F)F)cc3)c2O[C@H]1CN(C)Cc1ccc(Cl)c(Cl)c1 86.8* -35.7
Cc1noc(C)c1NC(=O)N(C)C[C@@H]1Oc2ccc(NC(=O)Cc3ccccc3)cc2C(=O)N([C@@H](C)CO)C[C@H]1C -15.3 7.2
CNC[C@H]1Oc2ccc(NC(=O)Cc3cn(C)c4ccccc34)cc2CC(=O)N([C@@H](C)CO)C[C@H]1C -15.7 10.1
C[C@@H]1CN([C@@H](C)CO)C(=O)c2cccc(NC(=O)C3CCOCC3)c2O[C@@H]1CN(C)S(=O)(=O)c1cn(C)cn1 -38.3 7.1
Cc1noc(C)c1NC(=O)Nc1cccc2c1O[C@H](CN(C)CC1CCCCC1)[C@H](C)CN([C@@H](C)CO)C2=O -22.3 -3.7
Cc1ccc(S(=O)(=O)Nc2cccc3c2O[C@H](CN(C)C(=O)NC(C)C)[C@@H](C)CN([C@@H](C)CO)C3=O)cc1 -25.7 11.7
CNC[C@H]1Oc2ccc(NS(C)(=O)=O)cc2CC(=O)N([C@H](C)CO)C[C@H]1C -22.7 13.1

Next section; the last two above are carried over.
SMILES T_cruzi_intra INS-1E_ATP_HTS
Cc1ccc(S(=O)(=O)Nc2cccc3c2O[C@H](CN(C)C(=O)NC(C)C)[C@@H](C)CN([C@@H](C)CO)C3=O)cc1 -25.7 11.7
CNC[C@H]1Oc2ccc(NS(C)(=O)=O)cc2CC(=O)N([C@H](C)CO)C[C@H]1C -22.7 13.1
C[C@H]1CN([C@@H](C)CO)C(=O)Cc2cc(NS(=O)(=O)c3ccccc3)ccc2O[C@@H]1CN(C)S(C)(=O)=O -16.4 -1.8
COc1ccc(CN(C)C[C@@H]2Oc3ccc(NS(=O)(=O)c4ccc(Cl)cc4)cc3C(=O)N([C@H](C)CO)C[C@H]2C)cc1 3.6 -12.5
C[C@H](CO)N1C[C@H](C)[C@@H](CN(C)S(=O)(=O)c2ccc(F)cc2)Oc2ccc(NS(=O)(=O)c3cccs3)cc2C1=O 17.0 -6.9
C[C@@H]1CN([C@@H](C)CO)C(=O)c2cccc(NC(=O)Nc3ccc4c(c3)OCO4)c2O[C@@H]1CN(C)S(=O)(=O)c1cccs1 14.2 1.7
O=C(N/N=C/c1cc2ccccc2n1S(=O)(=O)c1ccccc1)c1ccccn1 31.0 -7.9
C[C@H](CO)N1C[C@H](C)[C@H](CN(C)Cc2ccc(Oc3ccccc3)cc2)Oc2c(NC(=O)c3ccncc3)cccc2C1=O 59.5* -10.7
COc1ccc(NC(=O)N(C)C[C@H]2Oc3c(NS(=O)(=O)c4c(C)noc4C)cccc3C(=O)N([C@H](C)CO)C[C@H]2C)cc1 -20.5 3.5
C[C@@H]1CN([C@@H](C)CO)C(=O)c2cc(NC(=O)Cn3cnnn3)ccc2O[C@H]1CN(C)C(=O)Nc1ccc2c(c1)OCO2 1.9 -0.8
Cc1noc(C)c1NC(=O)Nc1ccc2c(c1)C(=O)N([C@@H](C)CO)C[C@H](C)[C@H](CN(C)Cc1ccc(C(=O)Nc3ccccc3N)cc1)O2 20.4 -9.2
Cc1noc(C)c1S(=O)(=O)Nc1cccc2c1O[C@H](CN(C)S(=O)(=O)c1ccccc1)[C@H](C)CN([C@H](C)CO)C2=O 65.4* 9.0
CC(C)NC(=O)N(C)C[C@H]1Oc2ccc(NS(=O)(=O)c3ccccc3)cc2CC(=O)N([C@@H](C)CO)C[C@@H]1C 5.6 5.8
Cc1noc(C)c1NC(=O)N(C)C[C@H]1OCc2cn(nn2)CCCC(=O)N([C@@H](C)CO)C[C@H]1C -4.4 ·
COc1ccc(S(=O)(=O)N(C)C[C@@H]2Oc3ccc(NC(=O)CCC(F)(F)F)cc3C(=O)N([C@@H](C)CO)C[C@@H]2C)cc1 -2.3 ·
C[C@@H]1CN([C@@H](C)CO)C(=O)Cc2cc(NC(=O)C3CC3)ccc2O[C@@H]1CN(C)C(=O)Nc1cccc2ccccc12 -8.7 5.4
C[C@@H]1CCCCO[C@@H](CN(C)C(=O)Nc2cccc3ccccc23)[C@@H](C)CN([C@H](C)CO)C(=O)c2cc(NC(=O)CCC(F)(F)F)ccc2O1 -28.2 1.6
C[C@H]1CN([C@@H](C)CO)C(=O)Cc2cc(NC(=O)Nc3ccccc3)ccc2O[C@@H]1CN(C)C -21.3 5.2
C[C@H]1CN([C@@H](C)CO)C(=O)c2cc(N(C)C)ccc2O[C@@H]1CN(C)Cc1ccc(-c2ccccc2)cc1 4.2 -12.5
C[C@H]1CN([C@@H](C)CO)C(=O)c2cccc(N(C)C)c2O[C@@H]1CN(C)Cc1ccccc1 -11.5 1.2
C[C@@H]1CN([C@H](C)CO)C(=O)c2cccc(NC(=O)Nc3ccccc3)c2O[C@H]1CN(C)C(=O)Nc1ccc2c(c1)OCO2 4.6 -0.3
C[C@@H]1CN([C@H](C)CO)C(=O)c2cc(NC(=O)c3ccncc3)ccc2O[C@@H]1CN(C)CC1CCCCC1 -30.0 ·
C[C@@H]1CN([C@H](C)CO)C(=O)Cc2cc(NC(=O)Nc3ccc(F)cc3)ccc2O[C@H]1CN(C)S(=O)(=O)c1ccc(F)cc1 -7.2 0.3
Cc1ccc(S(=O)(=O)Nc2ccc3c(c2)C(=O)N([C@H](C)CO)C[C@H](C)[C@H](CN(C)S(=O)(=O)c2ccc(Cl)cc2)O3)cc1 47.4* ·
C[C@@H]1CN([C@@H](C)CO)C(=O)c2cc(NC(=O)Nc3ccc(F)cc3)ccc2O[C@H]1CN(C)S(=O)(=O)c1ccc(Cl)cc1 46.1 -1.1
Cc1ccc(S(=O)(=O)Nc2ccc3c(c2)CC(=O)N([C@H](C)CO)C[C@H](C)[C@H](CN(C)S(=O)(=O)c2ccc(Cl)cc2)O3)cc1 12.4 -4.4
C[C@H](CO)N1C[C@H](C)[C@H](CN(C)CC2CCCCC2)Oc2ccc(NC(=O)Nc3ccccc3)cc2CC1=O -14.1 -15.6
C[C@@H]1CN([C@H](C)CO)C(=O)c2cc(NS(=O)(=O)c3cccs3)ccc2O[C@H]1CN(C)C(=O)Nc1ccc(C(F)(F)F)cc1 -4.7 -4.0
Cc1noc(C)c1S(=O)(=O)N(C)C[C@@H]1Oc2c(NC(=O)C3CCCCC3)cccc2C(=O)N([C@H](C)CO)C[C@@H]1C 6.5 8.7
C[C@@H]1CN([C@@H](C)CO)C(=O)Cc2cc(NC(=O)Cn3cnnn3)ccc2O[C@@H]1CN(C)CC1CC1 -14.0 1.0
C[C@H](CO)N1C[C@H](C)[C@H](CN(C)C(=O)Nc2ccc(F)cc2)Oc2c(NS(=O)(=O)c3ccccc3)cccc2C1=O 10.1 -1.2
C[C@@H]1CN([C@H](C)CO)C(=O)CCCn2nncc2CO[C@H]1CN(C)C -22.8 ·
C[C@@H]1CN([C@H](C)CO)C(=O)c2cc(NS(C)(=O)=O)ccc2O[C@H]1CN(C)S(=O)(=O)c1ccc(Cl)cc1 10.3 9.4
O=C(O)CCCCCCC(=O)N/N=C/c1cn(S(=O)(=O)c2ccccc2)c2ccccc12 -5.4 6.8
C[C@@H]1CN([C@@H](C)CO)C(=O)c2cc(NC(=O)CCCN(C)C)ccc2O[C@H]1CN(C)Cc1ccc(C(F)(F)F)cc1 -18.3 5.4
C[C@H](CO)N1C[C@H](C)[C@H](CN(C)S(=O)(=O)c2cccs2)Oc2c(NC(=O)Nc3ccc(F)cc3)cccc2C1=O -12.2 -11.9
C[C@H]1CN([C@@H](C)CO)C(=O)c2cc(NC(=O)C3CCCCC3)ccc2O[C@@H]1CN(C)C(=O)Nc1ccc(F)cc1 -3.8 11.8
Cc1noc(C)c1S(=O)(=O)Nc1ccc2c(c1)C(=O)N([C@H](C)CO)C[C@H](C)[C@@H](CN(C)C(=O)c1ccncc1)OCCCC[C@@H](C)O2 -3.3 2.0
C[C@@H]1CN([C@H](C)CO)C(=O)c2cccc(NS(=O)(=O)c3cn(C)cn3)c2O[C@H]1CN(C)CC1CC1 -16.1 -1.1
C[C@H]1CN([C@@H](C)CO)C(=O)Cc2cc(NC(=O)C3CC3)ccc2O[C@H]1CN(C)Cc1ccncc1 -27.3 2.7
Cc1noc(C)c1NC(=O)Nc1ccc2c(c1)C(=O)N([C@@H](C)CO)C[C@@H](C)[C@@H](CN(C)S(=O)(=O)c1cccs1)O2 -28.0 4.9
C[C@@H]1CN([C@@H](C)CO)C(=O)Cc2cc(NC(=O)Nc3cccc4ccccc34)ccc2O[C@@H]1CN(C)S(=O)(=O)c1cccs1 17.1 -4.8

The final five compounds of the section before lead into the next.
SMILES T_cruzi_intra INS-1E_ATP_HTS
Cc1noc(C)c1S(=O)(=O)Nc1ccc2c(c1)C(=O)N([C@H](C)CO)C[C@H](C)[C@@H](CN(C)C(=O)c1ccncc1)OCCCC[C@@H](C)O2 -3.3 2.0
C[C@@H]1CN([C@H](C)CO)C(=O)c2cccc(NS(=O)(=O)c3cn(C)cn3)c2O[C@H]1CN(C)CC1CC1 -16.1 -1.1
C[C@H]1CN([C@@H](C)CO)C(=O)Cc2cc(NC(=O)C3CC3)ccc2O[C@H]1CN(C)Cc1ccncc1 -27.3 2.7
Cc1noc(C)c1NC(=O)Nc1ccc2c(c1)C(=O)N([C@@H](C)CO)C[C@@H](C)[C@@H](CN(C)S(=O)(=O)c1cccs1)O2 -28.0 4.9
C[C@@H]1CN([C@@H](C)CO)C(=O)Cc2cc(NC(=O)Nc3cccc4ccccc34)ccc2O[C@@H]1CN(C)S(=O)(=O)c1cccs1 17.1 -4.8
C[C@H]1CN([C@@H](C)CO)C(=O)c2cccc(NS(C)(=O)=O)c2O[C@@H]1CN(C)C(=O)Nc1ccc(C(F)(F)F)cc1 -16.4 5.0
COc1ccc(S(=O)(=O)N(C)C[C@@H]2OCCCC[C@@H](C)Oc3ccc(NC(=O)Nc4c(C)noc4C)cc3C(=O)N([C@H](C)CO)C[C@@H]2C)cc1 3.7 0.2
C[C@H](CO)N1C[C@H](C)[C@H](CN(C)Cc2ccc(-c3ccccc3)cc2)Oc2ccc(NS(=O)(=O)c3cn(C)cn3)cc2C1=O -9.0 -5.6
CCCCCCC/C=N/NC(=O)c1ccccc1O -10.2 -2.2
CC(C)NC(=O)N(C)C[C@H]1Oc2ccc(NC(=O)C3CC3)cc2C(=O)N([C@@H](C)CO)C[C@H]1C -4.2 7.1
C[C@@H]1CN([C@H](C)CO)C(=O)c2cccc(NC(=O)Nc3ccc(C(F)(F)F)cc3)c2O[C@@H]1CN(C)C(=O)Nc1cccc2ccccc12 49.6 -72.5
Cc1ccc(S(=O)(=O)Nc2cccc3c2O[C@@H](CN(C)S(=O)(=O)c2ccc(C)cc2)[C@@H](C)CN([C@@H](C)CO)C3=O)cc1 24.0 4.7
C[C@@H]1CN([C@@H](C)CO)C(=O)c2cc(NC(=O)CCN3CCOCC3)ccc2O[C@@H]1CN(C)S(=O)(=O)c1ccccc1 9.1 8.5
C[C@@H]1CN([C@@H](C)CO)C(=O)c2cccc(NS(=O)(=O)c3cn(C)cn3)c2O[C@H]1CN(C)S(=O)(=O)c1cccs1 -25.2 13.7
CC(C)NC(=O)N(C)C[C@@H]1Oc2c(NS(=O)(=O)c3cccs3)cccc2C(=O)N([C@H](C)CO)C[C@H]1C -3.1 4.8
COc1ccc(CN(C)C[C@@H]2Oc3ccc(NC(=O)C4CC4)cc3C(=O)N([C@@H](C)CO)C[C@H]2C)cc1 -1.4 2.2
C[C@H]1CN([C@@H](C)CO)C(=O)c2cc(NC(=O)Cc3ccccc3)ccc2O[C@@H]1CN(C)Cc1ccc(-c2ccccc2)cc1 5.9 -50.7
